TDP1 cell noCPT = qHTS for Inhibitors of human tyrosyl-DNA phosphodiesterase 1 (TDP1): qHTS in cells in absence of CPT; DT40 Tdp1-/- hTDP1 cells, no CPT, ATP luminescence, 48 h; 420,000 compounds, 15% hits; Potency, µM (titrated, usually from 46.2 µM), without a hit: at the top dose activity change, negative = growth inhibition, hits mostly inhibitors; AID 686978, 2013; also: nearly all actives have a fitted effect of over 55% in size
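Stably hTDP1-transfected Tdp1-null chicken DT40 cells were treated with library compounds minus camptothecin and grown for at least 48 hr at 37 °C, after which cellular ATP was quantified by luminescence.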
N370S GC = qHTS Assay for Inhibitors and Activators of N370S glucocerebrosidase as a Potential Chaperone Treatment of Gaucher Disease. Potency, µM (doses to about 59.4 µM), for the others: top-dose activity change, negative = inhibition, most hits filed as inhibitors. N370S GC spleen homogenate, 4MU-glucoside fluorescence. Lysosomal acid glucosylceramidase (Homo sapiens), P04062. AID 2101, 2009. 330,000 compounds, 0.092% hits;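 also: 0% = full enzyme activity and -100% = no enzyme basal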
TDP1 block = qHTS Assay for Inhibitors of Tyrosyl-DNA Phosphodiesterase (TDP1) | Tyrosyl-DNA phosphodiesterase 1 (Homo sapiens), Q9NUW8 | recombinant TDP1, AlphaScreen DNA substrate cleavage | Potency, µM (series often up to 130 µM), for inactives: top-dose activity change, negative = inhibition, usual class: inhibitors | 350,000 compounds, 0.28% hits | AID 485290, 2010; also: nearly all actives have a fitted effect of over 40% in size
Target sequence (Q9NUW8 whole entry, looked up): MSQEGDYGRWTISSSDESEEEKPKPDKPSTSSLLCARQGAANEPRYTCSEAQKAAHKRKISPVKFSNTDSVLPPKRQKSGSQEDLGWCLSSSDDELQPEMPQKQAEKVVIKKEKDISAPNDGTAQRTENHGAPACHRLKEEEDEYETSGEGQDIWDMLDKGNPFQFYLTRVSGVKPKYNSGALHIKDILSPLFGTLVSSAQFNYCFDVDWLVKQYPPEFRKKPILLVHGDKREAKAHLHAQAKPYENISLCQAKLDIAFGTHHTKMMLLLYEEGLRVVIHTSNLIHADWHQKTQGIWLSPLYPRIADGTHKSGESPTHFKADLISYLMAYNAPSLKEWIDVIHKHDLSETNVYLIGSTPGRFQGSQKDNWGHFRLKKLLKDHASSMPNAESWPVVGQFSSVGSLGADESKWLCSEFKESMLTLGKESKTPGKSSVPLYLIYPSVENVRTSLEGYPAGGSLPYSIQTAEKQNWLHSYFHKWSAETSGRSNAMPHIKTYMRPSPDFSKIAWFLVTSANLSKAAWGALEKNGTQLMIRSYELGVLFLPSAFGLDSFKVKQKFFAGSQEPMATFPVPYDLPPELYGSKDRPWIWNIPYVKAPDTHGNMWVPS
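AlphaScreen read-out: signal falls as enzyme removes the 3' tyrosine-FITC from a 5'-biotinylated DNA oligo (15 nM, 5 min, RT). Enzyme was E. coli-made recombinant Tdp1 at 1 nM, exposed to compound for 15 min beforehand; beads 10 ug/ml, 10 min.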
Starred values were filed as active, the others as inactive; ? = inconclusive; · = not tested or not shown; & = joins results of further samples; [ ] = dose if it differs, or a comment. Calls follow the shape of the dose curve; as a rule, active = well fitted curve in the direction sought with a large enough effect; inconclusive = small, poorly fitted or top-dose-only effect, or another doubt; inactive = no such curve, though single readings can be large; an effect the other way counts as inactive or inconclusive. Unless noted, % is scaled to controls: 0 for no effect and ±100 for the full control effect; potency is read from the fitted curve at half-maximal effect. This is a subset; the hit share may differ from the screen's.

Below each compound: TDP1 cell noCPT	N370S GC	TDP1 block
1	Cc1ccc(/C=C/C(=O)OCC(=O)NCc2ccc(Cl)cc2)o1
→ 8%	·	-2%
2	Cc1[nH]c2ccc(C(C)C)cc2c1CC(=O)O
→ -2%	-2%	·
3	O=C(Cn1cnc([N+](=O)[O-])n1)NC1CC1
→ 8%	22%	2%
4	Cc1cc(Cl)ccc1NC(=O)c1cc(S(=O)(=O)N2CCOCC2)cn1C
→ ?	·	-3%
5	CC(=O)Oc1ccc(N(C(C)=O)S(=O)(=O)c2cc([N+](=O)[O-])ccc2C)cc1
→ ?	-6%	-1%
6	CCN(C(=O)COC(=O)CCC(=O)c1cccs1)c1c(N)n(Cc2ccccc2)c(=O)[nH]c1=O
→ -12%	-2%	·
7	CCC1Sc2ccc(S(=O)(=O)Nc3ccc(OC)c(OC)c3)cc2NC1=O (stereo not given)
→ 8.2µM*	-5%	4%
8	CCOC(=O)Cc1csc(NC(=S)NC(=O)CC(C)C)n1
→ -24%	-1%	4%
9	CCN(CC)c1ccc(/C=N/NC(=O)c2nnn(-c3nonc3N)c2-c2ccc(C)cc2)cc1
→ ?	-3%	2%
10	COCCOc1cc(NC(=O)CS(=O)CC(=O)N(C)C)c(Cl)cc1Cl (stereo not given)
→ -2%	1%	-3%
11	COC(=O)C1=C(C(=O)OC)[C@@H]2N(C)c3ccc(OC)cc3[C@@]23C[C@@H](C(=O)OC)N(C(=O)C2CCC2)C3=N1
→ 8%	-7%[12.8 µM]	17%[12.3 µM]
12	c1ccc(COc2cccc(CN3CCCCC3)c2)cc1
→ -3%	-1%	·
13	CC(C(=O)Nc1cccnc1)C1Sc2ccccc2NC1=O (stereo not given)
→ -3%	3%	3%
14	Cn1c(CCC(=O)OCC(=O)NCc2ccc3c(c2)OCO3)nc(=O)c2ccccc21
→ 1%	2%	8%
15	CC[C@H]1OC(=O)[C@H](C)[C@@H](O[C@H]2C[C@@](C)(OC)[C@@H](O)[C@H](C)O2)[C@H](C)[C@@H](O[C@@H]2O[C@H](C)C[C@H](N(C)C)[C@H]2O)[C@](C)(O)C[C@@H](C)[C@@H]2N[C@@H](COCCOC)O[C@H]([C@H]2C)[C@]1(C)O
→ -12%	-9%	3%
16	Cc1ccccc1CCN(C(=O)CN1C(=O)c2ccccc2S1(=O)=O)C(C(=O)NCC1CCCO1)c1ccncc1 (stereo not given)
→ -17%	-2%	-4%
17	Cc1ccc(-c2nn(C)c(=O)c3ccccc23)cc1CO
→ -16%	-2%	-2%
18	CCc1ccc(-c2cc(C)no2)cc1S(=O)(=O)NCc1ccco1
→ ?	-7%	2%&5%
19	Cn1c(=O)[nH]c(=O)c2c1nc(NCCCO)n2Cc1ccc(F)cc1
→ -3%	-14%[2.35 µM]	3%
20	CC12CCC(C(=O)N(NC(=O)c3cccnc3)C1=O)C2(C)C (stereo not given)
→ 10%	-1%	3%
21	COc1ccccc1Nc1nc(-c2cccc(N3C(=O)c4ccccc4C3=O)c2)cs1
→ -10%	-2%	6%
22	CC(C)c1ccccc1NC(=S)N(C)C
→ -14%	12%	6%
23	O=C(CCCN1CCC(C(=O)c2ccc(F)cc2)CC1)c1ccc(F)cc1
→ ?	-3%	4%
24	COc1cccc(CN2CC(C(=O)N(C)C3CCOCC3)CCC2=O)c1 (stereo not given)
→ -14%	3%	5%
25	CC(=O)Nc1ccc(NC(=O)c2cc(=O)c3ccccc3o2)cc1
→ ?	-3%	-13%&0%
26	O=C(COC(=O)c1ccc([N+](=O)[O-])cc1Cl)NC(=O)c1ccccc1
→ -8%	4%	2%[0.505 µM]
27	O=C(NC(Nc1nc2ccc([N+](=O)[O-])cc2s1)(C(F)(F)F)C(F)(F)F)c1ccccc1
→ 0.46µM*	-3%	4%
28	CCOc1ccccc1N(C)C(=O)c1c2c(nc3ccccc13)C(=O)N(C1CCCCC1)C2
→ ?	·	7%
29	Cc1ccc(CSc2nc3ccsc3c(=O)n2Cc2ccccn2)cc1
→ 16µM*	?	0%
30	CC(C)Cn1c(=O)c(C(=O)NCc2ccc3c(c2)OCO3)c(O)c2ccccc21
→ ?	-3%	·
31	CCOc1ccccc1N(C)S(=O)(=O)c1ccc2[nH]cc(C(=O)N(CCOC)CCOC)c(=O)c2c1
→ -24%	10%	·
32	c1cnn(Cc2cnc(N3CCOCC3)s2)c1
→ 7%	26%	0%
33	COc1ccc2c(c1)c1ncn(CCCN3CCOCC3)c(=O)c1n2C
→ -8%	27%	1%
34	CS(=O)(=O)c1ccccc1C(=O)N1CCN(Cc2ccccc2)CC1
→ ?	-4%	0%
35	COc1ccc(S(=O)(=O)NCC2CCCN(C(=O)CCC(F)(F)F)C2)cc1 (stereo not given)
→ 21%	-13%	·
36	Cc1cccc(OCc2n[nH]c(=S)o2)c1C
→ -10%	-10%	0%
37	CCc1ccccc1NC(=O)C1CCCN1S(=O)(=O)c1ccc2c(c1)n(C)c(=O)c(=O)n2C (stereo not given)
→ 16%	-4%	-1%
38	O=C(Cc1ccc(Cl)cc1)Nc1ccc2oc(-c3ccc(F)cc3)nc2c1
→ ?	·	-6%[12.3 µM]
39	CC(=O)c1ccc(-n2nncc2C)cc1
→ -5%	11%	2%
40	Cc1nc(NC(=O)c2cccnc2)ccc1Br
→ ?	2%	0%
41	CC(C)(C)c1ccc(C(=O)NCCc2ccccc2)cc1
→ -30%	-6%	·
42	Cc1ccc2cc(CCNC(=O)c3c(-c4ccccc4Cl)noc3C)c(=O)[nH]c2c1
→ 18µM*	6%	4%
43	O=c1[nH]c(N/N=C\c2ccc(F)cc2)nc2ccccc12
→ ?	17%	-2%
44	Cc1nc2c(S(=O)(=O)c3ccccc3)cnn2c(C)c1C
→ 9%	13%	3%
45	Cc1ccc(C(=O)CN(C(=O)c2ccc(Cl)cc2)N2C(=O)c3ccccc3C2=O)cc1
→ 3%	3%	2%
46	CNC(=O)c1ccccc1S(=O)c1ccccc1COC(C)=O (stereo not given)
→ -1%	-13%	6%
47	CCS(=O)(=O)NCCc1cc2c(OC)ccc(OC)c2[nH]c1=O
→ -23%	8%	-5%
48	CC(=O)Nc1ccc(OS(=O)(=O)c2cc(Cl)ccc2C)cc1
→ 15µM*	-7%	0%
49	Cn1c(-c2ccc(F)cc2)cnc1NCc1cccc([N+](=O)[O-])c1
→ ?	-16%	·
50	Cn1c(=O)cc(OCC(=O)N2CCN(c3cccc(C(F)(F)F)c3)CC2)c2ccccc21
→ 15µM*	10%	7%
51	Cc1nn(-c2ccccc2)c(N)c1C1(O)C(=O)N(C)c2ccccc21 (stereo not given)
→ ?	12%	0%
52	CC[C@H](C)[C@H](NC(=O)[C@H](Cc1ccc(O)cc1)NC(=O)[C@H](Cc1cnc[nH]1)NC(=O)[C@H](CCCNC(=N)N)NC(=O)[C@H](CC(C)C)NC(=O)[C@H](C)NC(=O)[C@@H](N)CO)C(=O)N[C@@H](CC(N)=O)C(=O)N[C@@H](CC(C)C)C(=O)N[C@H](C(=O)N[C@H](C(=O)N[C@@H](CCCNC(=N)N)C(=O)N[C@@H](CCC(N)=O)C(=O)N[C@@H](CCCNC(=N)N)C(=O)N[C@@H](Cc1ccc(O)cc1)C(N)=O)[C@@H](C)O)[C@@H](C)CC
→ ·	0%	13%
53	CN=C(Nc1ccccc1)SC1CC(=O)N(c2cccc(OC)c2)C1=O (stereo not given)
→ -6%	22%	-3%
54	COc1ccccc1C(=O)COC(=O)COc1cccc2c1OC(C)(C)C2
→ -4%	?	-9%
55	CCOc1ccc(/C=C/c2nc(C#N)c(N(C)C)o2)cc1
→ 15µM*	·	0%
56	O=C(NCCn1ccc2ccccc21)c1ccc2c(c1)OCO2
→ -28%	0%	4%
57	Cc1csc2nc(CCNS(=O)(=O)c3ccc4c(c3)OCCO4)cn12
→ -14%	0%	4%
58	C/C(=N\NC(=S)NC1CCCCC1)c1c(F)cccc1F
→ ?	14%	9%
59	Cn1c(=O)[nH]c2cc(-c3noc(-c4ccc(C#N)cc4)n3)ccc21
→ -1%	·	8%
60	CN(C)c1ncc2ncc(=O)n(C3CC3)c2n1
→ -30%	-9%	·

Next compounds follow:
Below each compound: TDP1 cell noCPT	N370S GC	TDP1 block
61	Cc1ccccc1Oc1ncccc1C(=O)/C(C#N)=C/N(C)C
→ 1%	2%	3%
62	CCOc1ccc(OCCOC(=O)CNC(=O)c2ccc(Cl)cc2Cl)cc1
→ -29%	1%	4%[0.505 µM]
63	CCCCN1C(=O)c2ccc(C(=O)Nc3c(N)n(CCCC)c(=O)n(C)c3=O)cc2C1=O
→ -6%	-14%	6%
64	O=C(CCc1nc(-c2ccccc2F)no1)NC1CCCCCC1
→ 29µM*	8%	-2%
65	CC(C)Cn1c(SCC(=O)Nc2ncccn2)nc2ccccc21
→ 15%	-3%	-5%
66	CNS(=O)(=O)c1ccc(N=Cc2c(C)[nH]n(-c3ccc(C)cc3C)c2=O)cc1
→ -11%	4%	0%
67	COc1cccc(-c2nc(CS(=O)CC(=O)N3CCN(c4cccc(C(F)(F)F)c4)CC3)c(C)o2)c1 (stereo not given)
→ 13µM*	·	5%
68	COc1ccccc1CNc1ncnc2onc(-c3ccc(Cl)cc3)c12
→ 21µM*	·	6%
69	O=C(NC1CCCc2ccccc21)c1cccc(S(=O)(=O)N2CCN(c3ccccc3)CC2)c1 (stereo not given)
→ ?	2%	-9%
70	COc1ccc(-c2cn(CCO)nc2-c2ccc(OC)cc2)cc1
→ -21%	-17%	·
71	CCCn1c(SCc2cc(=O)oc3ccc4ccccc4c23)n[nH]c1=O
→ -29%	12%	4%
72	N#CC1C(C#N)N2CCCN2C1c1ccc(Cl)cc1 (stereo not given)
→ 7.3µM*	3%	-2%
73	O=C(COc1ncnc2ccccc12)Nc1ccccc1[N+](=O)[O-]
→ -20%	1%	2%
74	COc1cccc(C(C(=O)NC2CCCC2)N(C(=O)c2ccco2)c2ccc(NC(C)=O)cc2)c1OC (stereo not given)
→ -30%	-2%	·
75	CC1CCC2CCCCC2N1C(=O)c1cc([N+](=O)[O-])cc([N+](=O)[O-])c1 (stereo not given)
→ 18µM*	0%	10%

Gathered by group, the entries above containing an aryl thioether with sulfur outside any ring (3)
Below each compound: TDP1 cell noCPT	N370S GC	TDP1 block
29	Cc1ccc(CSc2nc3ccsc3c(=O)n2Cc2ccccn2)cc1
→ 16µM*	?	0%
65	CC(C)Cn1c(SCC(=O)Nc2ncccn2)nc2ccccc21
→ 15%	-3%	-5%
71	CCCn1c(SCc2cc(=O)oc3ccc4ccccc4c23)n[nH]c1=O
→ -29%	12%	4%

Ordered by number of heavy atoms (smallest number first): part of the list above
Below each compound: TDP1 cell noCPT	N370S GC	TDP1 block
72	N#CC1C(C#N)N2CCCN2C1c1ccc(Cl)cc1 (stereo not given)
→ 7.3µM*	3%	-2%
64	O=C(CCc1nc(-c2ccccc2F)no1)NC1CCCCCC1
→ 29µM*	8%	-2%
63	CCCCN1C(=O)c2ccc(C(=O)Nc3c(N)n(CCCC)c(=O)n(C)c3=O)cc2C1=O
→ -6%	-14%	6%

(continued)
Below each compound: TDP1 cell noCPT	N370S GC	TDP1 block
76	COc1ccc(S(=O)(=O)Nc2ccccc2C)cc1C(=O)N1CCOCC1
→ -3%	29%	-2%
77	O=C(CSc1ncc2c(n1)-c1ccccc1N(Cc1ccc(Cl)cc1)S2(=O)=O)c1ccccc1
→ ?	·	-5%
78	COc1ccc(C2CC(=O)Oc3c(C(CCN4CCN(c5ccccc5)CC4)c4ccc(N(C)C)cc4)c(OC)cc(OC)c32)cc1 (stereo not given)
→ ?	-3%&-25%	24%&9%
79	O=C(CCCN1C(=O)c2ccccc2C1=O)N1CCc2ccccc2C1
→ 7%	9%	6%
80	O=C(c1ccc([N+](=O)[O-])cc1)N1CCCC1
→ -1%	-3%	2%
81	CCOC(=O)N1CCc2c(sc(NCc3cccc(F)c3)c2C(=O)Nc2ccc(OC)cc2)C1
→ 16µM*	·	9%
82	C=CCNS(=O)(=O)c1ccc2c(c1)n(C)c(=O)n2C
→ -1%	-5%	1%
83	Cc1oc(-c2ccc(Cl)cc2)nc1CN1CCCC(C(=O)NCCCN2CCCC2=O)C1 (stereo not given)
→ 8.2µM*	11%	-1%
84	CCn1ccc(-c2ccccc2)c(C#N)c1=O
→ 3%	-8%	-6%
85	O=C(N/N=C/C(Cl)=C/c1ccccc1)c1cnccn1
→ 13µM*	-2%	2%
86	COc1ccc(-c2c([C@H]3[C@@H]4C=CCC[C@@]4(C)C(=O)N3Cc3ccccc3)ccc3ccccc23)cc1OC
→ ?	?	6%
87	COC(=O)c1ccccc1NC(=O)CC#N
→ -1%	-7%[2.35 µM]	1%
88	CCc1cccc(C)c1NC(=O)CN1C(=O)c2ccccc2Sc2ncccc21
→ ?	·	5%
